ATXN2 expr inh = ATXN2 expression inhibition; HEK-293 ATXN2-luciferase reporter, luminescence, 24 h; Potency, µM (top dose mostly 57 µM), inactives show at the top dose activity change, negative = inhibition, usual class: inhibitors; 360,000 compounds, 0.72% hits; AID 1745845; note: % is set by controls: 0 for no effect and ±100 for the full control effect; nearly all actives have a fitted effect of over 55% in size
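ATXN2-luciferase reporter cells (luciferase flanked by upstream and downstream ATXN2 gene portions) were treated 24 h at 37 °C with compounds at up to 57 uM. SteadyGlo luminescence gave expression; GF-AFC fluorescence gave viability.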
ATXN viability = viability counter-screen for ATXN expression inhibitors; S2 cells (HEK-293 line with an ATXN2-luciferase reporter) viability, CellTiter-Fluor protease fluorescence, 24 h; Potency, µM (series often up to 56.7 µM), hits mostly cytotoxic; 400,000 compounds, 0.49% hits; note: nearly all actives have a fitted effect of over 40% in size
Nrf2 block = Nrf2 pathway inhibition | A549 ARE-Fluc reporter, luciferase luminescence, 18-24 h | AID 504444 | Potency, µM (titrated, usually from 46 µM), inactives show at the highest dose activity change, negative = inhibition, usual class: inhibitors | 360,000 compounds, 2.1% hits; note: % is set by controls: 0 for no effect and ±100 for the full control effect; nearly all actives have a fitted effect of over 60% in size
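Concentration-response testing used A549 ARE_Fluc cells at 5000 cells/well. Following an 18-24 h compound incubation, viability was read by fluorescence (Ex 405/Em 525) and luciferase output by luminescence.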
HepG2 viability = kills HepG2 cells in TGF-b inhibitor counter-screen. HepG2 CAGA-GFP viability, ATP luminescence, 18 h. Potency, µM (titrated, usually from 46.1 µM), for inactives: at the top dose activity change, negative = cytotoxicity, actives largely listed as cytotoxic. 410,000 compounds, 0.76% hits; note: some results filed as inactive show a strong effect at the top dose
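CellTiter-Glo luminescence gave cytotoxicity after 18 hours at 37 degrees C. The cells were HepG2 CAGA-GFP in 1% FBS DMEM, stimulated with 500 pg/mL TGF-beta after compound addition. %Activity was normalised to no-cell wells (complete cell-killing) and DMSO (no toxicity), and curves were fitted and classified.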
Nrf2 ARE act = Nrf2 pathway activation. AREc32 ARE-luciferase reporter (MCF7-derived line), luminescence, 24 h. Potency, µM (doses to about 46.1 µM), for inactives: top-dose activation, actives largely listed as activators. 410,000 compounds, 0.31% hits. AID 624171; note: % of control where 0% means no effect; nearly all actives have a fitted effect of over 65% in size
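Quantitative high-throughput format: AREc32 reporter cells, 1000 per well, received compound by pin transfer and were incubated 24 hr at 37 deg C, 5% CO2, before Steady-Glo luminescence detection.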
TGFb SMAD3 inh = blocks TGF-b signaling | AID 588855 | Potency, µM (titrated, usually from 46.1 µM), inactives show top-dose activity, negative = inhibition, actives largely listed as inhibitors | HepG2 CAGA-GFP TGF-b/SMAD3 reporter, GFP fluorescence, 18 h; TGF-beta stimulated, 500 pg/mL final | 410,000 compounds, 1.2% hits; note: % is set by controls: 0 for no effect and ±100 for the full control effect; nearly all actives have a fitted effect of over 65% in size
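HEPG2 CAGA-GFP reporter cells (1000/well, DMEM with 1% FBS) received compounds, then recombinant TGF-beta at 500 pg/mL final for 18 hours at 37 degrees C. Per-cell GFP summed per well was normalised to unstimulated and stimulated DMSO controls before curve fitting.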
A549 viability = counter-screen for Nrf2 inhibitors: cytotoxicity in A549 cells; Potency, µM (titrated, usually from 46 µM), inactives show at the highest dose activity change, negative = cytotoxicity, actives largely listed as inhibitors; 390,000 compounds, 0.16% hits; A549 ARE-Fluc cells, CellTiter-Fluor viability, 18-24 h; note: % is set by controls: 0 for no effect and ±100 for the full control effect
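A549 ARE_Fluc cells in 5% FBS OPTI-MEM were exposed to compounds in concentration-response for 18-24 h at 37 deg C. Viability was read by CellTiter-Fluor fluorescence (Ex 405/Em 525) after 30 min, before the luciferase read.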
MCF10A rerep = DNA re-replication induction in MCF 10a cells; 350,000 compounds, 2.9% hits; MCF 10A DNA re-replication, Hoechst nuclear intensity, 48 h; Potency, µM (titrated, usually from 46.1 µM), inactives show at the top dose activity, positive = re-replication, hits mostly activators; note: % of control where 0% means no effect; nearly all actives have a fitted effect of over 50% in size
EPAC2 antagonist = antagonists of human EPAC2; Q8WZA2; EPAC2 GEF exchange of Rap1B-BODIPY-GDP, fluorescence; Potency, µM (titrated, usually from 114 µM), for the others: at the top dose activity, negative = inhibition, hits mostly inhibitors; 360,000 compounds, 0.18% hits; note: % is set by controls: 0 for no effect and ±100 for the full control effect; nearly all actives have a fitted effect of over 45% in size; many of its hits are not listed in these tables
Target sequence (Q8WZA2 whole entry, looked up): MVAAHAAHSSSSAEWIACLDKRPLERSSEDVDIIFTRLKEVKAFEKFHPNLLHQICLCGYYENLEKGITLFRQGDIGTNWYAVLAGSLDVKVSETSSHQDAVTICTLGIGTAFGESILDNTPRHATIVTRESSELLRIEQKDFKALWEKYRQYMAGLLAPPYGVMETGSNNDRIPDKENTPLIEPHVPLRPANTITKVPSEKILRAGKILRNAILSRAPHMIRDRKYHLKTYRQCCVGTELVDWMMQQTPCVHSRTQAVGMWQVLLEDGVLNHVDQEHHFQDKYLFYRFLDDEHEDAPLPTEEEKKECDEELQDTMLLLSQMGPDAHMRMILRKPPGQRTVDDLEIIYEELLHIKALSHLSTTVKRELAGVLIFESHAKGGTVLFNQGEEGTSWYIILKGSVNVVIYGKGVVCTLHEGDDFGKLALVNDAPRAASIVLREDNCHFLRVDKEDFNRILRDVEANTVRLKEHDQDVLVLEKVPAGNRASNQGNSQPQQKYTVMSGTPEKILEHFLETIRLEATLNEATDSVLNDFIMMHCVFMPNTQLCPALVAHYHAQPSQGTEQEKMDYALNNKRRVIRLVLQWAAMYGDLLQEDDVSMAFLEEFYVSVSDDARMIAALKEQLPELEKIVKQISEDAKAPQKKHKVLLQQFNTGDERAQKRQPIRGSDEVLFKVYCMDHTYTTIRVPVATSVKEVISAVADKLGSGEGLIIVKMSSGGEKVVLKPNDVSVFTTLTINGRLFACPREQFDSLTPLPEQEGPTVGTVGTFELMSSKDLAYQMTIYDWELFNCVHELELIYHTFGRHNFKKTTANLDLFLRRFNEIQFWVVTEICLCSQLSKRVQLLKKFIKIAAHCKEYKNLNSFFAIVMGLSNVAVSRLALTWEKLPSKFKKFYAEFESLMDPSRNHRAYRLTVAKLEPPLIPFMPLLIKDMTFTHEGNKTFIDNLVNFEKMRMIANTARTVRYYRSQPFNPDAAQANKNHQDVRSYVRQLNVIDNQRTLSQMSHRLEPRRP
* hit, by the source's call; i = inactive; ? = inconclusive; nt = not tested or not shown; & = joins results of further samples; [ ] = remark or other dose. Calls come from the whole dose curve; as a rule, active = well fitted curve in the direction sought with a large enough effect; inconclusive = small, poorly fitted or top-dose-only effect, or another doubt; inactive = no such curve, though single readings can be large; an effect the other way counts as inactive or inconclusive. Potency is the fitted concentration of half-maximal effect.

#	smiles	ATXN2 expr inh	ATXN viability	Nrf2 block	HepG2 viability	Nrf2 ARE act	TGFb SMAD3 inh	A549 viability	MCF10A rerep	EPAC2 antagonist
1	Cc1cccc(C(=O)N2CCC(C)(C(=O)NS(=O)(=O)C3CC3)C2)c1C (configuration not stated)	9%	i	nt	-8%	-0.4%	-7%	nt	nt	10%
2	CCOC(=O)Nc1nc(-c2ccccc2)c(C(=O)c2ccc(Cl)cc2)s1	-12%	?	-4%	16%	0.2%	8.9µM*	?	?	-1%
3	CSc1oc(-c2ccco2)nc1S(=O)(=O)c1ccc(C)cc1	4%	i	?	2%	0.0%	21%	16%	9%	-17%
4	Cc1onc(-c2ccccc2)c1C(=O)NCc1cccs1	2%	i	-7%	-9%	-0.3%	7%	-2%	0%	-2%
5	O=C(O)CSCCC(=O)Nc1ccc(F)cc1	4%	i	nt	1%	-0.7%	1%	1%	-24%	16%
6	CCCCn1c(CNC(=O)CCC)nc2ccccc21	-15%	i	10%	-5%	-0.6%	-11%	19%	-5%	4%
7	CC1CCN(C(=O)COC(=O)c2ccc3c(c2)C(=O)N(Cc2ccco2)C3=O)CC1	1%	i	-10%	6%	0.1%	0%	1%	?	-4%
8	COc1ccc(Cc2noc(CN(C)CCc3ccccc3)n2)cc1OC	-4%	i	?	-13%	0.0%	-12%	0%	1%	-17%
9	O=C(NCc1ccc(Cl)cc1)c1ccc2oc(=O)n(Cc3ccccc3)c2c1	-38%	?	nt	-13%	4.5%	?	-2%	nt	nt
10	Cc1ccccc1NC(=O)Nc1nnc(N(C)Cc2ccccc2)s1	nt	nt	14%	-23%	0.5%	-16%	12%	nt	nt

Shown field by field: entries from further up.
2. CCOC(=O)Nc1nc(-c2ccccc2)c(C(=O)c2ccc(Cl)cc2)s1
  ATXN2 expr inh = -12%	ATXN viability = ?	Nrf2 block = -4%	HepG2 viability = 16%	Nrf2 ARE act = 0.2%	TGFb SMAD3 inh = 8.9µM*	A549 viability = ?	MCF10A rerep = ?	EPAC2 antagonist = -1%

10. Cc1ccccc1NC(=O)Nc1nnc(N(C)Cc2ccccc2)s1
  ATXN2 expr inh = nt	ATXN viability = nt	Nrf2 block = 14%	HepG2 viability = -23%	Nrf2 ARE act = 0.5%	TGFb SMAD3 inh = -16%	A549 viability = 12%	MCF10A rerep = nt	EPAC2 antagonist = nt

Next records follow:
#	smiles	ATXN2 expr inh	ATXN viability	Nrf2 block	HepG2 viability	Nrf2 ARE act	TGFb SMAD3 inh	A549 viability	MCF10A rerep	EPAC2 antagonist
11	CC(C)OC(=O)CSc1nnc(-c2ccc(Cl)cc2)n1N	11%	i	6%	-2%	-0.2%	-6%	nt	3%	5%
12	O=C(COc1ccc(-c2nnco2)cc1)Nc1ccc(C(F)(F)F)cc1	-18%	i	?	-6%	0.5%	-21%	1%	4%	-4%
13	CCc1noc(C)c1C(=O)N(CC)CC(=O)Nc1ccccc1C(F)(F)F	1%	i	10%	-9%	0.2%	5%	6%	4%	14%
14	COc1ccc(C(C)C)cc1S(=O)(=O)NCCCn1ccnc1	3%	i	3%	3%	-1.1%	2%	7%	13%	15%
15	Cc1ccc(NC(=O)C2CC(O)CN2C(=O)OCc2ccccc2)c(C)c1 (configuration not stated)	-4%	i	-27%	1%	0.2%	14%	-2%	-7%	1%
16	Cc1ccc(-c2nnc(N3CCCCC3)c3ccccc23)cc1	-2%	?	-12%	-63%	5.9%	0%	-3%	4%	-24%
17	O=C(Nc1ccc([N+](=O)[O-])cc1Cl)c1cccc([N+](=O)[O-])c1	nt	?	nt	-13%	0.0%	5%	nt	nt	-5%
18	CC(=O)Nc1cccc(OC(=O)c2ccoc2C)c1	4%	i	18%	5%	-0.5%	0%	-4%	2%	-5%
19	Cc1ccc(S(=O)(=O)Nc2c(C)nn(C)c2C)cc1	1%	i	-16%	12%	0.4%	3%	2%	-5%	11%
20	CC1=Nc2ccccc2NC(=O)C1Sc1nnc(C)s1 (configuration not stated)	-9%	?	-19%	-10%	7.5%	-27%	-4%	2%	4%
21	Cc1ccc(NC(=O)c2ccc(NCc3ccco3)c([N+](=O)[O-])c2)cc1Cl	-7%	i	?	-38%	0.7%	4%	-13%	?	-1%
22	CCCN(CC(=O)Nc1cc(C)on1)S(=O)(=O)c1cccc(C(F)(F)F)c1	4%	i	-4%	-11%	-1.8%	11%	-6%	2%	-12%
23	Cc1ccsc1C(=O)NNC(=O)COc1ccccc1Cl	36%	i	4%	7%	-0.2%	3%	6%	-1%	-4%
24	C=CCc1ccc(OCCCCN2CC(C)OC(C)C2)c(OC)c1 (configuration not stated)	-30%	i	-15%	-30%	-0.5%	-9%	-10%	3%	2%
25	CCc1cccc(NC(=O)CC(c2ccc(OC)cc2)N2Cc3ccccc3C2=O)c1 (configuration not stated)	nt	nt	5%	-14%	-1.2%	3%	-2%	nt	nt
26	Cc1c(C(=O)Nc2ccccc2Cl)sc2ncnc(N(C)C3CCCCC3)c12	5%	i	nt	-9%	4.5%	-2%	0%	nt	nt
27	C=CCC(C=C)S(=O)(=O)c1ccc(C)cc1 (configuration not stated)	1%	i	1%	-26%	0.2%	8%	-2%	-1%	-7%
28	CCc1ccc(C2=NN(CCC(=O)NCC3CCCO3)C(=O)CC2)cc1 (configuration not stated)	8%	i	-2%	4%	-0.2%	2%	-8%	5%	2%
29	COc1ccc(CCNC(=O)c2cccc([N+](=O)[O-])c2)cc1OC	-10%	i	2.6µM*	2%	-0.9%	-3%	3%	-2%	-1%
30	COc1ccc(NC(=O)COC(=O)CN2C(=O)C3CC=CCC3C2=O)c([N+](=O)[O-])c1 (configuration not stated)	2%	i	19%	-3%	1.8%	-9%	1%	-1%	20%
31	C=CCN=Cc1c(C)[nH]n(-c2ccccc2)c1=O	40%[activator]	i	?	-9%	4.9%	4%	5%	-10%	0%
32	CCN(c1ccccc1)S(=O)(=O)c1nnc(NC(=O)COc2cccc(C)c2)s1	nt	nt	?	-28%	-0.2%	?	-2%	nt	nt
33	O=C(Nc1cc([N+](=O)[O-])ccc1C(=O)Nc1cccnc1)c1ccccc1	-14%	i	?	-25%	-0.1%	1%	-12%	18%	-3%
34	COc1cc(NC(=O)c2ccc3c(c2)OCO3)c2ncccc2c1	4%	i	-5%	-27%	3.2%	11%	-1%	?	5%
35	O=C(CCC1CCN(C(=O)c2ccco2)CC1)NCc1ccc(F)cc1	-1%	i	-17%	18%	0.1%	19%	-14%	1%	12%
36	Cc1cc(=O)[nH]c(N/N=C/C2=C(N3CCOCC3)C(=C\c3ccc(Cl)cc3)/CC2)n1	-10%	i	12%	-2%	?	0%	1%	?	21%
37	O=C(OC(c1ccccc1)c1nccc2ccccc12)c1cccc([N+](=O)[O-])c1 (configuration not stated)	24%	i	?	3%	2.9%	5%	-3%	-6%	-5%
38	CCc1cccc(NC(=O)Cn2c(=O)n3nc(-c4cccc(F)c4)nc3c3ccccc32)c1	8%	i	nt	-60%	5.6µM*	-24%	-3%	nt	nt
39	O=C(NNC(=O)c1ccc2ccccc2c1O)c1ccccc1Cl	-10%	i	nt	-35%	-0.2%	-23%	-1%	14%	14%
40	CCCn1c(NCc2ccc(N(C)C)cc2)nc2ccccc21	15%	i	9%	-28%	0.0%	-5%	2%	17%	4%
41	Nc1cc(N)nc(SCC(=O)N2CCN(C(=O)c3ccco3)CC2)n1	2%	i	11%	3%	-0.1%	2%	1%	10%	10%
42	CC[C@H](C)[C@@H](C(=O)N1CCNCC1)n1cc([C@@H](N)Cc2ccc(O)cc2)nn1	-4%	?	-4%	4%	-0.5%	-5%	-16%	-3%	-3%
43	COCCNC(=S)N(Cc1cccs1)Cc1cc2cccc(C)c2[nH]c1=O	-12%	i	-28%	-4%	3.6%	-20%	0%	15%	-6%
44	Cc1cc(C)c(OCC(=O)Nc2cccc(O)c2)cc1C	46%[activator]	i	?	13%	-1.0%	4%	3%	-2%	4%
45	N#CN1C2CCC1CC(O)(c1ccccc1)C2 (configuration not stated)	13%	i	nt	4%	-0.4%	14%	nt	nt	0%
46	CC(C)N(Cc1ccccc1)C(=O)c1ccc2nsnc2c1	-7%	i	-14%	1%	-0.4%	-2%	-19%	?	3%
47	Cc1ccc(CCNC(=O)c2cccc(N3CCCC3=O)c2)cc1	14%	i	3%	-10%	0.1%	-3%	0%	2%	-4%
48	COc1cc(C(=O)Oc2c(Sc3ccccc3)c(C)nn2-c2ccccc2)cc(OC)c1OC	-4%	i	4%[9.27 µM]	-4%	2.6%	-15%	2%	nt	nt
49	CNc1nc(SC)nc(N(C)C#N)n1	2%	i	2%	8%	4.9%	11%	2%	25%	5%
50	Cc1cc(N2CCC(C(=O)Nc3ccccc3Cl)CC2)n2nc(C)c(-c3ccc(Cl)cc3)c2n1	1%	i	12%	-5%	-0.6%	-4%	1%	nt	nt
51	CCS(=O)(=O)Nc1ccc(-c2ccc(NS(=O)(=O)CC)c(OC)c2)cc1OC	-6%	i	?	-7%	1.9%	-12%	-14%	24%	-4%
52	C/C(=N\NC(=O)COc1ccc2ccccc2c1)c1cccs1	8%	i	9%	-3%	1.2%	1%	11%	?	4%
53	COc1cc2[nH]c(=S)nc(NCc3ccc(Cl)cc3)c2cc1OC	-36%	i	16%	-4%	2.7%	-1%	3%	9%	17%
54	Cc1cccc(C)c1C(O)c1ncc(-c2cccc3ccccc23)[nH]1 (configuration not stated)	-5%	i	nt	-37%	-0.1%	1%	nt	nt	5%
55	Cc1ccc(S(=O)(=O)c2nc(S(=O)(=O)CCO)sc2N2CCOCC2)cc1	8%	i	?	-2%	?	-12%	-10%	0%	4%
56	NC(=O)c1sc2nccc(Nc3ccccc3)c2c1N	62%[activator]	i	-7%	-17%	-0.1%	-9%	-7%	?	5%
57	COc1cccc(CNC(=O)CCS(=O)(=O)c2cc3c(cc2C)NC(=O)CO3)c1	3%&0%	i	8%&9%	-3%&-13%	-0.1%&-1.0%	12%&-1%	5%&-19%	4%	11%
58	O=C(Nc1ccc(S(=O)(=O)N2CCCCC2)cc1)C1CC1	-9%	i	-15%	1%	0.5%	8%	-8%	-2%	-9%
59	Fc1ccc(Nc2nc(NCc3ccccc3)nc3ccsc23)cc1	?	?	nt	13µM*	-1.1%	?	nt	nt	-12%
60	COC(=O)c1cc2n3ccccc3c(C)c(-c3ccccc3)c-2c1C(=O)OC	5%	i	-15%	15%	-0.3%	8%	-10%	5%	-33%

An excerpt; count on the stated rates, not on these rows.
